TNF death inh: inhibitors of TNF-alpha induced necroptosis in Jurkat FADD-/- cells. actives 0.068% (n = 220,000). activation (protection from cell death), % at 10 µM. Jurkat FADD-/- TNF necroptosis rescue, ATP luminescence, 24 h; 0 = TNF only, 100 = no-TNF cells;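 active = activation, meaning protection from cell death, of at least 50% relative to plate controls; inactive = activation below 50%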;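 note: necroptosis triggered by 40 ng/mL TNF-alpha added together with compound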
Mdm2 ligase inh: blocks human Mdm2 ubiquitin ligase activity | actives 0.11% (n = 210,000) | signal enhancement, % at 5 µM | cell-based MDM2 ubiquitination luciferase reporter, 2 h; 0 = plate control, 100 = twice control, blank-subtracted | AID 1230;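 active = signal enhancement of 30% or more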;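 note: luminescence tracks abundance of the self-degrading MDM2-luciferase fusion protein; higher signal means inhibition of MDM2 E3 ligase activity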
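Material: stable MDM2–luciferase fusion reporter cells / Quantity: 2000 cells/well / Dosing: single 5 µM compound dose, 0.2% final DMSO / Buffer or medium: DMEM / Schedule: 4 h cell settling then 2 h compound exposure, 37 °C / Detection: luminescence with SteadyLite reagent, 15 min at room temperature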
PERK inh: blocks human PERK kinase. Q9NZJ5. CHO PERK-DD fusion, SEAP luminescence translation reporter. inhibition, % at 5.6 µM. actives 0.17% (n = 220,000);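 active = inhibition above the mean inhibition of all tested compounds plus 3 SD, set separately per screening campaign, cut at about 2.9% in these data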;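 note: PERK kinase domain activated by AP20187 dimerizer at 100 nM; 0% = DMSO with dimerizer and 100% = rapamycin at 8.4 µM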
eIF4E 4G PPI: eIF4E/eIF4G interaction inhibition in translation initiation; actives 0.37% (n = 220,000); inhibition, % at 21.7 µM; P63073+Q04637; TR-FRET eIF4E-eIF4GI(517-606) binding, 2 h;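 active = inhibition above about 30%, limit read from the data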;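 note: 0% = full FRET control wells and 100% = background wells lacking eIF4GI fragment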
Rad51 HR inh: blocks human Rad51 in homologous recombination. Q06609. AID 1385. inhibition, % at 10 µM. actives 0.085% (n = 200,000). hRad51 DNA strand exchange, fluorescence dequenching;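 active = inhibition above 40% at the single screening dose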;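 note: 0% = DMSO control wells and 100% = blanks with heterologous ssDNA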
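Material: human Rad51–ssDNA filaments; Probe or stimulus: labelled 47-mer dsDNA for strand exchange; Doses: single 10 µM dose; Incubation: 37 °C 15-min filament assembly, 30-min compound preincubation, 15-min exchange; Technique: FRET fluorescence dequenching, excitation 485 nm, emission 520 nm; Measure: Fluorescence-based percent inhibition, control- and blank-normalised; Benchmarks: plate control and blank wells.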
Calpain2 inh: calpain II (pig) inhibition; purified calpain II, fluorogenic peptide substrate, 30 min; inhibition, % at 16 µM; actives 0.37% (n = 220,000);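 active = inhibition above about 50%, limit read from the data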
Cl transport mod: KCC2 (human) Cl- transport modulation | Q9H2X9 | KCC2 cells, thallium flux FluoZin-2 fluorescence | B-score of Tl+ flux slope (higher = more flux/activation; lower = inhibition) at 10 µM | actives 2.2% (n = 190,000);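 active = thallium flux slope and its plate-corrected score both differing from the plate sample mean at a set confidence after two filtering rounds, in either direction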;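 note: slope of fluorescence scaled to starting intensity during 10 to 20 s after thallium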
Target sequence (Q9H2X9 whole entry, looked up): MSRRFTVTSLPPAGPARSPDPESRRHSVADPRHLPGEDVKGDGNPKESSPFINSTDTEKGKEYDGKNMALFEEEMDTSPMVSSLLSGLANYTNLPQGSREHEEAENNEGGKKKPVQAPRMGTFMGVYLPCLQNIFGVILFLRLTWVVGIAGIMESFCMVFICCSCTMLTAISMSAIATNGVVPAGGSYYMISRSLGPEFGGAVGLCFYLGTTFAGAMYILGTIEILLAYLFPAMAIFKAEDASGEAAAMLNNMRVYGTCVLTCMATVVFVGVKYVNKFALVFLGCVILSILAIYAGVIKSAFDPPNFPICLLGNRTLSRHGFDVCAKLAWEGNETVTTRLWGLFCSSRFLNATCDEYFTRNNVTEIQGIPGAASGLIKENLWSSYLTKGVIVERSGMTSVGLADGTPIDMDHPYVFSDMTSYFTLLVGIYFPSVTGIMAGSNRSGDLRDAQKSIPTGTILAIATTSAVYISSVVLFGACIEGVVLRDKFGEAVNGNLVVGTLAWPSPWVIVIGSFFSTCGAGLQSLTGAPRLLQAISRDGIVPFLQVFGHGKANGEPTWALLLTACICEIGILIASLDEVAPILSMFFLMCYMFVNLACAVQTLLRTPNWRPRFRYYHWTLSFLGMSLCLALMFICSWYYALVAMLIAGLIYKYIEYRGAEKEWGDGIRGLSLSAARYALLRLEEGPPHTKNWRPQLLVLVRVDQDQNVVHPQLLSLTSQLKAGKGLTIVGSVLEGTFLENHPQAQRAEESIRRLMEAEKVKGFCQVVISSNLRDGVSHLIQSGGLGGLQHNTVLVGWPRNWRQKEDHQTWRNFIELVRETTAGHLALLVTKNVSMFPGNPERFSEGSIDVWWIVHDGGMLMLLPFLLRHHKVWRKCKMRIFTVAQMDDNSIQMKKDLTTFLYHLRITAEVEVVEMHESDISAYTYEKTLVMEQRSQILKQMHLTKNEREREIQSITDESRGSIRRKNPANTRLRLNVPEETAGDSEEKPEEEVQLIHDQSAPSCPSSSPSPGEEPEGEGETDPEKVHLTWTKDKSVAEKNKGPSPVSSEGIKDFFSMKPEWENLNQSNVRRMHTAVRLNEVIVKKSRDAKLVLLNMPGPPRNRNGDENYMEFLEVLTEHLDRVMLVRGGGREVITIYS
zVAD death inh: blocks zVAD induced death of L929 cells; L929 zVAD necroptosis rescue, ATP luminescence, 24 h; with zVAD 60 µM; viability rescue, % at 10 µM; actives 0.38% (n = 220,000);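 active = activation, scaled between plate controls, above about 75%, limit read from the data; inactive = activation under that limit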;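 note: 0% = zVAD with DMSO and 100% = DMSO alone without zVAD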
EBV gp42 block: EBV gp42 inhibition; Q1HVG2; Fluorescence polarization binding assay, mP read-out; inhibition, % (tested at 21.74 µM); actives 0.42% (n = 220,000); in the data active = inhibition above about 50%
Starred values were filed as active, the others as inactive; i = inactive; · = not tested or not shown; [ ] = another dose, or the depositor's remark. Compounds were not picked by outcome. About 3.6% of those tested had a hit in this group.

SMILES	TNF death inh	Mdm2 ligase inh	PERK inh	eIF4E 4G PPI	Rad51 HR inh	Calpain2 inh	Cl transport mod	zVAD death inh	EBV gp42 block
CCOC(=O)c1ccc(NCC(O)COc2ccccc2)cc1 (stereo unspecified)	3.5	-5	0.1	7	12	4	-0.42	1.8	-4
C(=N\Nc1nc2ccccc2[nH]1)/c1cccc2cccnc12	-19	-16	-1.3	3	8	6	-0.43	49	-7
O=C(CSc1ccccn1)Nc1ccc2c(c1)OCO2	4.3	-9	1.7	-10	13	-19	0.77	0.4	-16
O=C(CC1C(=O)NCCN1Cc1ccc(-c2ccccc2)cc1)NCC1CCOCC1 (stereo unspecified)	0.8	6	-0.1	3	-3	-32	0.97	0.7	15
CC(C)(O)C#Cc1ccc(C(=O)N2CCC(C(N)=O)(N3CCCCC3)CC2)cc1	2.6	-10	-0.4	4	-13	21	0.17	0.4	-18
C=CCNC(=S)NN=C1CCCCCCC1	1.1	-8	1.1	3	-1	13	0.79	-3.9	-7
Cc1cc(C(=O)NCc2cccs2)ccc1[N+](=O)[O-]	3.7	-7	0.3	0	5	1	0.0029	0.4	-6
N#Cc1c(-c2ccc(C(F)(F)F)cc2)cc(-c2ccccc2)[nH]c1=S	-1.8	-10	0.8	3[fluorescence artefact?]	4	0	5*	0.2	2
Nc1nnc(SCc2ccc(Cl)cc2)s1	13	·	0.4	1[fluorescence artefact?]	0	-8	-0.38	32	2
CC(c1ccccc1C(O)c1ccccc1)N(C)C (stereo unspecified)	-1.3	-23	0.4	-2	-2	2	0.74	-0.1	-4
C=CCSc1nc2ccccc2[nH]1	1.8	-11	-0.4	0	1	5	-0.036	0.0	-11
CN(Cc1ncc[nH]1)Cc1cn(-c2ccccc2)nc1-c1ccc2c(c1)OCO2	1.8	-11	-2.4	0	-5	-14	0.68	1.4	-9
N#C/C(=C1\C(=O)Nc2c(Cl)cc(Cl)cc21)c1nnc2n1CCCCC2	-0.7	-16	0.0	5[fluorescence artefact?]	3	-13	0.36	-0.1	-9
CCC1=C2CC[C@H]3C(=O)N(c4ccccc4)C(=O)[C@H]3[C@H]2[C@@]2(C)C(=NCC(=O)OC)OC(=O)N2C1=O	1.5	15	·	-4	9	-3	1.3	0.3	-8
Cc1ccc(C(C)C)c(OCCN(C)C)c1	1.0	-14	0.8	4[fluorescence artefact?]	1	2	·	0.3	-1
CN(C)C(CNC(=S)Nc1cccc(Cl)c1)c1ccccc1 (stereo unspecified)	-1.7	-9	0.4	-1	15	16	0.077	-1.2	0
O=C(N/N=C/c1cc([N+](=O)[O-])ccc1O)c1ccc2c(c1)OCCO2	-8.8	-14	0.0	7	2	-25	-0.48	1.6	2
O=C(c1cnn2c(C(F)F)cc(-c3ccccc3)nc12)N1CCc2ccccc2C1	-0.5	0	0.3	-2	13	-89	-2	0.7	8
CC1(C)C(c2ccco2)=[N+]([O-])C2(CCCCC2=O)N1O (stereo unspecified)	-2.5	-2	1.5	5	-2	16	0.25	0.5	-14
Cc1cccc2cc3c(N)c(C(=O)N4CCc5ccccc54)sc3nc12	-2.2	-10	0.2	1	-176	-29	0.19	1.8	33
O=C(COC(=O)c1ccc(O)cc1)Nc1cccc(S(=O)(=O)N2CCCCC2)c1	-1.3	-4	0.8	-8	4	-19	-1.3	44	-13
COc1cccc(NC(=O)N2CCOCC2)c1	-2.9	-4	0.7	3	8	-16	-0.18	-0.1	-21
CNC[C@H](O)c1cccc(O)c1	-0.3	·	0.9	1	-8	19	-1	3.0	-12
CC(=O)Nc1ccc(C(=O)OCc2ccccc2Cl)cc1	1.2	-9	0.2	4	-10	18	-1.5	0.9	2
Cc1cc(CNCc2c(C(=O)N3CCCCCCC3)nc3ccc(Cl)cn23)nn1C	1.8	-7	0.1	-1	-6	-2	0.068	3.7	5
O=C1NCCN1C(=O)C12CC3CC(CC(C3)C1)C2	-0.2	-17	1.6	2[fluorescence artefact?]	10	-29	·	4.0	-8
CC(C)CC(=O)NCCNC(=O)c1cc(OCC(F)(F)F)ccc1OCC(F)(F)F	-3.2	-8	-1.0	0	2	13	·	-0.4	2
O=C(COc1ccccc1)NCCn1ccc2ccccc21	1.4	5	-0.4	0[fluorescence artefact?]	-1	-12	-0.061	-0.3	-1
CC(C)CC(=O)NS(=O)(=O)c1ccc(N)cc1	-1.9	-5	-0.9	-2	6	-23	0.47	-0.1	-12
O=C(CCSCCc1ccccn1)Nc1ccc(Br)cn1	2.3	-24	0.8	-2	6	-3	·	0.1	-3
Cc1ccc(SC/C(O)=C(\C#N)c2nc3ccccc3n2C)cc1	-4.8	2	-0.2	1[fluorescence artefact?]	-15	-14	1.8	0.1	-11
Cc1ccc(S(=O)(=O)N2CCN(C(=O)C3CCN(C(=O)c4ccccc4C)CC3)CC2)cc1C	-1.0	-15	0.2	4	1	2	-0.11	-1.5	-12
CCCCNC(=O)COC(=O)c1ccc(Cl)c(S(N)(=O)=O)c1	0.4	-8	0.7	-3	1	-25	1.1	0.7	-19
COc1cc(/C=N/NC(=O)c2nonc2N)cc(OC)c1OC	-0.2	2	0.7	-1	8	-14	-1.6	0.5	5
COc1ccnc(CSC(N)=Nc2cccc(C(F)(F)F)c2)c1	-3.3	5	1.0	-1[fluorescence artefact?]	17	-5	1.1	-1.3	-9
COC(=O)c1cc(S(=O)(=O)Nc2ccsc2C(=O)OC)oc1C	-0.9	-12	0.3	2	17	-2	1.4	-0.1	-5
O=C(NCc1cccs1)C1CCN(S(=O)(=O)c2ccc(Cl)cc2)CC1	2.3	-5	-0.5	6	20	16	-0.17	4.2	1
N#C/C(=C\c1cn(-c2ccccc2)nc1-c1cc2ccccc2o1)c1nc2ccccc2[nH]1	-0.3	0	0.7	7[fluorescence artefact?]	-21	-47	i	0.8	42
CCOc1ccccc1N1CCN(C(=O)C2c3ccccc3Oc3ccccc32)CC1	-5.6	-8	-0.4	-9	4	-10	0.022	0.5	-17
C/C(=N/NC(=O)CNC(=O)c1ccccn1)c1cccc([N+](=O)[O-])c1	0.0	-6	0.0	-3	-4	-2	·	0.5	-9
O=C(Oc1oc(-c2ccco2)nc1C=Nc1ccc(Cl)cc1)c1ccco1	-22	5	0.0	-3	·	-1	·	-0.5	-28
CN1C(=S)N(c2ccccc2)C(=O)/C1=C/c1ccco1	0.7	4	0.4	-24	1	10	0.54	-0.3	-4
CCCn1c(=O)c(C(=O)NCc2ccccn2)c(O)c2ccccc21	-1.0	2	-0.2	-3	3	-9	0.4	0.4	-1
COc1ccccc1NC(=S)N(Cc1ccco1)Cc1cc2cc(C)cc(C)c2[nH]c1=O	-7.9	-3	-0.1	0[fluorescence artefact?]	-10	-47	-0.065	1.2	-19
COC(=O)c1cn(NC(=O)Cn2nc([N+](=O)[O-])c(Br)c2C)c(=O)c2ccccc12	1.5	10	1.1	-3	-4	-21	-1.9	2.7	2
Cc1cc(C)cc(OCC(=O)Nc2ccc(F)cc2)c1	-0.4	-9	0.1	2	-2	-11	0.56	0.3	-12
COC(=O)C1C(O)C(C)C(O)C(C)(O)/C=C\C=C(/C)C(=O)Nc2c(C)c(OC(C)=O)c3c(c2O)C(=O)C(C)=C2OCOC(=C23)/C(C)=C/C(C)(O)C(O)C(C)C1O (stereo unspecified)	-3.7	-3	-0.2	-5	10	-19	1.1	-0.2	-3
COc1ccc(CC(=O)Nc2nc3ccc(F)cc3s2)cc1S(=O)(=O)N1CCOCC1	5.8	1	-0.6	1	-5	-8	-1.2	2.8	-13
CN=C(Nc1cccc(OC)c1)SC1CC(=O)N(c2ccc(C(=O)O)cc2)C1=O (stereo unspecified)	0.5	14	1.3	1[fluorescence artefact?]	8	-6	0.11	0.7	4
COc1ccccc1C(=O)C1CCCN(C(=O)CN2CCCCC2=O)C1 (stereo unspecified)	1.0	-13	1.6	-1	·	13	·	-0.7	9
CSc1ccc(C2CC(=O)Nc3nc(SC)[nH]c(=O)c32)cc1 (stereo unspecified)	0.6	-4	0.1	-1	-6	-9	-1.4	1.8	-11
Cc1ccc(OCCn2cccn2)c(C)c1	-1.1	-16	0.1	0	10	-2	0.32	2.3	-7
C=C(C)c1cccc(C(C)(C)NC(=O)N2CCN(CC(N)=O)CC2)c1	0.2	-16	-0.1	-10[fluorescence artefact?]	0	-12	-0.2	-0.5	-2
CC(C)CN(CC(C)C)S(=O)(=O)N1CCC(C(=O)NCc2ccco2)CC1	-0.3	-8	0.7	-3	-2	17	-0.74	0.9	-10
Cc1nc2ccccc2nc(=O)c1NNc1ccccc1	4.7	·	0.2	5[fluorescence artefact?]	·	13	-2.3	76*	11
O=C(c1ccc(F)cc1)N1CCC(O)(c2cccnc2)CC1	-2.5	-51	1.3	·	3	2	0.79	0.3	-19
CC(=O)NC(=S)NNC(=O)COc1ccc([N+](=O)[O-])cc1	1.4	-14	1.2	-8	7	-4	-0.4	1.9	-4
O=C(c1ccc(F)cc1)N1CCN(C(=O)c2cccnc2)CC1	1.2	-12	0.3	-4[fluorescence artefact?]	-4	-23	-1.1	0.3	-5
C=CCNC(=S)NNC(=O)C(CCC(C)C)CC(C)(C)O (stereo unspecified)	1.1	-12	-0.1	7	-1	-30	0.13	0.9	-11
NC(=O)[C@@H]1CCCCNc2c(F)cc([N+](=O)[O-])cc2C(=O)N[C@@H](CC(=O)O)C(=O)N[C@@H](CCC(=O)O)C(=O)N1	1.6	·	-0.3	1	3	10	0.025	4.3	-13

Arranged by SMILES length (largest number first): 4 of the compounds above.
SMILES	TNF death inh	Mdm2 ligase inh	PERK inh	eIF4E 4G PPI	Rad51 HR inh	Calpain2 inh	Cl transport mod	zVAD death inh	EBV gp42 block
N#C/C(=C\c1cn(-c2ccccc2)nc1-c1cc2ccccc2o1)c1nc2ccccc2[nH]1	-0.3	0	0.7	7[fluorescence artefact?]	-21	-47	i	0.8	42
O=C(c1cnn2c(C(F)F)cc(-c3ccccc3)nc12)N1CCc2ccccc2C1	-0.5	0	0.3	-2	13	-89	-2	0.7	8
COc1ccccc1C(=O)C1CCCN(C(=O)CN2CCCCC2=O)C1 (stereo unspecified)	1.0	-13	1.6	-1	·	13	·	-0.7	9
CC(=O)Nc1ccc(C(=O)OCc2ccccc2Cl)cc1	1.2	-9	0.2	4	-10	18	-1.5	0.9	2

Next records follow:
SMILES	TNF death inh	Mdm2 ligase inh	PERK inh	eIF4E 4G PPI	Rad51 HR inh	Calpain2 inh	Cl transport mod	zVAD death inh	EBV gp42 block
Cc1nc2ccc(NC(=O)COc3ccccc3F)cc2s1	1.1	0	0.7	-2	37	-11	-0.073	0.1	4
N#Cc1nc(-c2ccco2)oc1N1CCN(Cc2ccccc2)CC1	-0.6	-13	0.0	·	-8	·	·	0.0	·
O=C(N/N=C/c1cc(Br)cs1)c1ccccc1[N+](=O)[O-]	1.5	-5	1.8	6	-14	21	0.039	1.2	-3
O=C(Nc1c2c(nn1-c1ccccc1)CSC2)c1ccc(N2C(=O)CCC2=O)cc1	1.0	-13	0.0	-5	4	-20	-0.07	1.6	-5
CC(=O)NNC(=S)NC(=O)c1cccc([N+](=O)[O-])c1	1.2	-4	0.0	-5	3	22	1.6	0.3	11
C/C(CC(=O)Nc1ccccn1)=N\NC(=O)C(=O)Nc1cccc(Cl)c1C	-2.0	-5	0.4	-13	-11	14	·	-0.2	18

Source: PubChem BioAssay
